# Screens as filed in PubChem BioAssay.
# DT40 TDP1 no CPT: qHTS for Inhibitors of human tyrosyl-DNA phosphodiesterase 1 (TDP1): qHTS in cells in absence of CPT; DT40 Tdp1-/- hTDP1 cells, no CPT, ATP luminescence, 48 h; Potency, µM (doses to about 46.2 µM), for the others: at the top dose activity change, negative = growth inhibition, most hits filed as inhibitors; 420,000 tested, 15% active; AID 686978, 2013; also: nearly all actives have a fitted effect of over 55% in size
#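 Camptothecin absent (DMSO only). Human TDP1-complemented DT40 knockout cells, 400 cells/well, 37 °C for minimum 48 hr; ATP measured via CellTiter-Glo, 30 min dark incubation, luminescence.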
# TDP1 block: blocks human tyrosyl-DNA phosphodiesterase 1; Q9NUW8; recombinant TDP1, AlphaScreen DNA substrate cleavage; Potency, µM (top dose mostly 130 µM), for the others: at the highest dose activity change, negative = inhibition, hits mostly inhibitors; 350,000 tested, 0.28% active; also: nearly all actives have a fitted effect of over 40% in size
# Target sequence (Q9NUW8 whole entry, looked up): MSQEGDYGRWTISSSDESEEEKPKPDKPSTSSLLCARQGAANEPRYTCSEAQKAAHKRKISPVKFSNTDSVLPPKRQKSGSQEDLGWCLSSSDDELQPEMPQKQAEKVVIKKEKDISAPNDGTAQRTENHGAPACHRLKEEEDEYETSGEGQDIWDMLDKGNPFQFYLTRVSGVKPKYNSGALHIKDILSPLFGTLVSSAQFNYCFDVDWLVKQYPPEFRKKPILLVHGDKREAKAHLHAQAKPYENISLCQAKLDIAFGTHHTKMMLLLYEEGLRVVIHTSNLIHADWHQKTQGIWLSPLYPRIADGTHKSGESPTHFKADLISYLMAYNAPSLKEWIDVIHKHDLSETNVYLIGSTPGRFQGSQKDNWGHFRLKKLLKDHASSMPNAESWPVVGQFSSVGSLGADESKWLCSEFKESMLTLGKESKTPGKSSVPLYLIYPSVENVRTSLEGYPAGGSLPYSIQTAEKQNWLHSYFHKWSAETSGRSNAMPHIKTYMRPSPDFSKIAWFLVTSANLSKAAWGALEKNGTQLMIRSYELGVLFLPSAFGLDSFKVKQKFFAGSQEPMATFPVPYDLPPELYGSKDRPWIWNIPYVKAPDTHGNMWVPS
#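 Enzyme-compound mixtures sat 15 min at room temperature, followed by a 5 min reaction with 15 nM final substrate and 10 min with AlphaScreen beads. Recombinant human Tdp1 was used at 1 nM final.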
# DT40 TDP1 CPT: growth inhibition of DT40 Tdp1-/-;hTDP1 cells with camptothecin (screen for TDP1 inhibitors) | Potency, µM (highest dose often 46.2 µM), for inactives: at the highest dose activity change, negative = growth inhibition, hits mostly inhibitors | 420,000 tested, 12% active | chicken DT40 Tdp1-/-;hTDP1 cells + 20 nM CPT, ATP luminescence, 48 h | AID 686979; also: nearly all actives have a fitted effect of over 55% in size
#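 Chicken DT40 Tdp1-/- cells stably complemented with human TDP1 were seeded at 400 cells/well in medium containing 20 nM camptothecin, exposed to pin-transferred compounds, and grown at 37 °C for at least 48 hr. Viability was read as ATP luminescence.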
# * marks the source's active call; other numbers are inactive results; ? = inconclusive; nt = no result given; & = joins results of further samples; [ ] = another dose, or the depositor's remark. Calls follow the shape of the dose curve; as a rule, active = well fitted curve in the direction sought with a large enough effect; inconclusive = small, poorly fitted or top-dose-only effect, or another doubt; inactive = no such curve, though single readings can be large; an effect the other way counts as inactive or inconclusive. % is scaled to controls: 0 for no effect and ±100 for the full control effect; potency is read from the fitted curve at half-maximal effect. Not a hit list; any-hit rate near 18%.
smiles	DT40 TDP1 no CPT	TDP1 block	DT40 TDP1 CPT
Cn1c(SCC(=O)Nc2ccccc2F)nnc1-c1cccs1	-7%	-5%[0.0935 µM]	3%
COc1cc(-c2noc(-c3cc4cc(F)ccc4oc3=O)n2)cc(OC)c1OC	-2%	5%	-1%
O=C(NCc1ccc(F)cc1)C1CC(=O)N(C2CCCC2)C1 (stereo not given)	-20%	0%	-10%
CC(OC(=O)C1=COCCO1)C(=O)NC1CCCCC1 (stereo not given)	5%	nt	-4%
CCN1C(=O)/C(=C\C(=O)c2cccs2)c2cc(Br)ccc21	15µM*	8%	13µM*
Cc1ccc(S(=O)(=O)Nc2ccc3[nH]ccc3c2)cc1	1%	nt	?
COC(=O)Nc1nnc(Cc2ccc(Cl)cc2)s1	-14%	4%	5%
CC(C)Cn1cc(NC(=O)N2CCN(c3cccc(Cl)c3)CC2)c2ccccc2c1=O	?	2%	7.3µM*
CC(=O)c1cccc(NC(=O)CCNC(=O)c2ccccc2Cl)c1	?	nt	-26%
Cc1ccc(S(=O)(=O)NC(CC(=O)NCC2CCCO2)c2ccccc2)cc1 (stereo not given)	0%	-5%	-2%
COc1ccc(S(=O)(=O)NCc2ccc(C(=O)NCCCN3CC(C)CC(C)C3)cc2)cc1 (stereo not given)	?	3%	?
O=C(O)CC(NC(=O)Nc1ccccc1)c1ccc(OC2CCCC2)cc1 (stereo not given)	23%	7%	11%
Cc1cc(N2CCN(c3ccccc3)CC2)nc(N)n1	-19%	0%	-17%
COc1cccc(CNS(=O)(=O)c2cn(C)cn2)c1	1%	2%	0%
Cc1ccc(-n2c(SCC(=O)Nc3ccc4c5c(cccc35)CC4)nc(O)cc2=O)cc1	21%	1%	4%
COc1cccc(NC(=O)CN(C)C(=O)CSCc2nc3scc(-c4cccs4)c3c(=O)[nH]2)c1	1%	nt	-4%
COc1ccccc1NC(=O)C[n+]1ccccc1	-2%	8%	19%
CCOc1cc(N2CCOCC2)c(OCC)cc1NC(=O)Cc1cccc2ccccc12	?	6%	?
O=C(COC(=O)c1ccc(S(=O)(=O)NCc2ccco2)cc1)NC1CCCCC1	9%	7%	-7%
O=C(CCc1nc(-c2ccc(F)cc2)no1)NCc1ccccc1CN1CCOCC1	?	1%	?
Cc1ccc(C2(O)CN(c3ccccc3C)C3=[N+]2CCS3)cc1 (stereo not given)	18µM*	3%	12µM*
COc1cc(S(=O)(=O)N2CCCCC2)ccc1NC(=O)c1ccccc1Cl	16µM*	2%	16µM*
CCOc1ccc(NC(=O)CSc2nc3ccccc3nc2N2CCOCC2)cc1	13µM*	1%	21µM*
CCOC(=O)C1=CCC(c2ccc(CC)cc2)N(S(=O)(=O)c2ccc(C)cc2)C1 (stereo not given)	9.2µM*	nt	23µM*
O=C(CN1C(=O)c2ccccc2C1=O)OCC(=O)c1ccccc1	-33%	nt	?
O=C(NCc1ccccc1)c1ccc(F)c(F)c1	-12%	2%	0%
CC(=C/c1ccccc1)/C=C1/SC(N2CCOCC2)=NC1=O	?	6%	?
COc1ccccc1OCC(=O)Nc1ccccc1C(=O)NCc1ccco1	?	1%	-23%
CCOC(=O)C1CCN(CCCSc2ccc(C)cc2)CC1	-4%	nt	-8%
COc1ccc(CNC(=O)CCc2c(C)c3cc4c(C)coc4c(C)c3oc2=O)cc1OC	?	7%	-4%
Cc1ccc(C2C3=C(CCCC3=O)Nc3[nH]c(=S)[nH]c(=O)c32)cc1 (stereo not given)	0%	4%	-20%
O=C(c1ccccc1NS(=O)(=O)c1cccc(C(F)(F)F)c1)N1CCc2ccccc21	?	3%	-9%
COc1ccc(C(=O)CSc2nncn2C)cc1	-5%	5%	-7%
COc1ccccc1C(=O)COC(=O)c1nc(Cl)ccc1Cl	-24%	nt	-2%
COc1cc(CC2COC(=O)C2(O)Cc2ccc(O)c(OC)c2)ccc1O (stereo not given)	9.2µM*	nt	12µM*
COc1cccc(CNC(=O)CCCn2nc(C)n3c(cc4sccc43)c2=O)c1	?	-1%&-4%	?
COc1ccc(NC(=O)c2scc(S(=O)(=O)C(C)C)c2N)cc1	?	nt	-6%
CN(CCCNC(=O)CCc1cn(C)c2ccccc12)C1CCCCC1	-10%	nt	?
CN(C)C(=O)CCCCCCCCC(=O)N(C)C	4%	6%	11%
CCOC(=O)COc1ccc2c(c1)c(C(=O)OCC)c(C)n2CC	-7%	0%	9%
O=C(Nc1cnccn1)c1cccnc1	5%	7%	-10%
CC(C)(C)OC(=O)N1CCC2(CC1)C(C#N)=C(N)OC1=C2C(=O)CCC1	17%	0%	-15%
CCOC(=O)C=C(OC(=O)c1ccc(OC)cc1)c1ccccc1	-15%	nt	9%
COCCCNC(=O)c1c(NC(=O)Cc2coc3c(C)c(C)ccc23)sc2c1CCCC2	16µM*	-5%	16µM*
CC1CCCCC1NC(=O)c1ccc(S(=O)(=O)N2CCN(C)CC2)cc1 (stereo not given)	-16%	nt	1%
CSC1=NCCN1C(=O)c1cccc(C(F)(F)F)c1	-14%	3%	-15%
CN(Cc1ccccc1)S(=O)(=O)c1nnc(NC(=O)c2ccccc2F)s1	-3%	7%	-20%
CCNC(=O)C(=O)NCCc1ccc(Cl)cc1	-3%	2%	3%
OB(O)c1cc2ccccc2o1	-16%	nt	-9%
CCOc1ccc(/C=N/NS(=O)(=O)c2ccc(C)cc2)cc1OC	-15%	nt	-13%
Cc1c(C(=O)NCCc2ccccc2)cccc1-n1cnc2cccnc21	?	3%	?
O=C(CCn1c(=O)sc2ccccc21)NCc1ccco1	-3%	5%	-3%
CCOCC(=O)Nc1ccc(-c2cn3cccnc3n2)cc1	-27%	0%	15µM*
O=[N+]([O-])c1ccccc1/C=N/n1c(COc2ccccc2)n[nH]c1=S	?	8%	?
CC(=O)N1c2ccc(S(=O)(=O)NCCC(=O)Nc3ccc(Br)c(C)c3)cc2CC1C (stereo not given)	5.2µM*	0%	8.2µM*
COc1ccc2[nH]cc(CCNc3ncncc3-c3ccc(C(=O)N(C)C)cc3)c2c1	?	nt	?
COc1ccc(CNC(=O)COC(=O)c2ccc(OCC3CCCO3)cc2)cc1 (stereo not given)	?	0%	?
O=C(CCSCc1cccc(F)c1)NCc1ccc(F)cc1	18µM*	nt	?
COc1ccc(S(=O)(=O)Nc2ccc(C(N)=O)cc2)cc1C(=O)N1CCCCCC1	-15%	8%	1%
COc1ccc(N(CC(=O)NCc2cccs2)S(=O)(=O)c2cccnc2)cc1	-15%	4%	-21%

# A run of entries taken from the entries so far, as a working copy:
smiles	DT40 TDP1 no CPT	TDP1 block	DT40 TDP1 CPT
Cc1ccc(C2C3=C(CCCC3=O)Nc3[nH]c(=S)[nH]c(=O)c32)cc1 (stereo not given)	0%	4%	-20%
O=C(c1ccccc1NS(=O)(=O)c1cccc(C(F)(F)F)c1)N1CCc2ccccc21	?	3%	-9%

# Going on with the list.
smiles	DT40 TDP1 no CPT	TDP1 block	DT40 TDP1 CPT
CCCCOC(=O)Cn1c(=O)c2c(nc3n2CCCCN3c2ccc(C)cc2)n(C)c1=O	?	4%	?
CCOC(=O)[C@H]1[C@H]2COc3cc(OC)ccc3[C@@H]2N2C(=O)CN(Cc3ccc(OC)cc3)C(=O)[C@@]12C	-16%	3%	?
CCS(=O)(=O)N1CCN(c2ccc([N+](=O)[O-])c(NCc3cccnc3)c2)CC1	1%	5%	-3%
CC(=O)OCC(=O)[C@@]12N=C(C)O[C@@H]1C[C@H]1[C@@H]3CCC4=CC(=O)C=C[C@]4(C)[C@H]3[C@@H](O)C[C@@]12C	-9%	nt	4%
CC(=O)Nc1ccc(C(=O)OC2CCOC2=O)cc1 (stereo not given)	-24%	0%	-2%
CS(=O)(=O)N(CCc1ccccc1)CC(N)=O	-18%	-2%	-16%
CCOC(=O)C1CCCN(CC(=O)N2CCCc3c2c(=O)oc2ccc(OCc4ccccc4)cc32)C1 (stereo not given)	?	nt	-9%
Cc1ccc(S(=O)(=O)N(C)C)cc1NC(=O)C1CCCCC1	-13%	3%	-1%
CCc1c(C)sc(NC(=O)OC)c1C(=O)N1CCCCC1	-1%	-1%	-8%
CC(C)CNC(=O)c1ccccc1SCC(=O)NC12CC3CC(CC(C3)C1)C2	?	-3%	-6%
Cc1ccc(N(CCC#N)C(=O)CN2C(=O)NC(Cc3ccccc3)C2=O)cc1 (stereo not given)	3%	4%	13%
COc1cccc(NCCC(=O)c2cccc([N+](=O)[O-])c2)c1	15µM*	4%	?
Cc1cc(C)cc(-n2c(=O)c3ccccc3n(CC(=O)NCC3CCCO3)c2=O)c1 (stereo not given)	-10%	3%	-18%
Cc1cccc(NCC(=O)N/N=C\c2ccccn2)c1	9%	2%	0%
CCOc1ccccc1NC(=O)COC(=O)c1ccc(S(=O)(=O)N2CCCC2)cc1	-2%	2%	-7%
COc1cc(NC(=O)Cc2ccc([N+](=O)[O-])cc2)c(C(=O)O)cc1OC	-1%	2%	-21%
CCc1nc2ccccc2n1CCc1ccccc1	?	4%	-29%
CCOC(=O)c1c(CN2CCCCC2C)oc2ccc(OC)cc12 (stereo not given)	?	5%	21µM*
CCc1cc2c(=O)c(-c3nc4ccccc4n3C)coc2c(CN2CCCCC2C)c1O (stereo not given)	?	nt	?
Cc1ccnc(N2C(=O)OC(C)(C)C2(C)O)c1 (stereo not given)	-2%	-2%	9%
Fc1ccc(NC(=S)Nc2cccc3ccccc23)cc1F	16µM*	3%	?
C=CCn1c(=O)c2c3c(sc2n2c(Nc4ccc(OC)cc4)nnc12)CCCC3	8.2µM*	9%	9.2µM*
N#C/C(=C\c1ccc(N2CCOCC2)o1)C(=O)NC1CCCCC1	?	2%	-20%
CCOC(=O)/C(N=Nc1ccc(C(=O)O)cc1[N+](=O)[O-])=C(\C)O	19%	-11%	-16%
CCCCS(=O)(=O)N1CCC(C(=O)NCC2CCCO2)CC1 (stereo not given)	5%	nt	1%
Cc1ccc(C(=O)NNC(=S)NC(=O)c2ccc(Cl)cc2)cc1	?	8%	16µM*
CC#CCN1c2ccccc2[C@]23C[C@@H](C(=O)OC)N(C(=O)c4ccc(Br)cc4)C2=NC(C(=O)OC)=C(C(=O)OC)[C@H]13	18µM*	16%[12.3 µM]	21µM*
Cc1ccc(C(=O)N/N=C\c2ccc(OC(=O)c3cccs3)cc2)cn1	7%	0%	0%
Cc1c(OCC(=O)OC(C)C)ccc2c3c(c(=O)oc12)CCC3	-5%	2%	-17%
Cc1cc(C(=O)Nc2cccc(C(F)(F)F)c2)c2c(C)nn(-c3cccc(F)c3)c2n1	23µM*	-6%	18µM*
CCN(CCCNC(=O)c1cc2c(=O)[nH]c3ccc(C)cc3c2s1)Cc1ccccc1	4.6µM*	4%	7.3µM*
O=C(COc1c(Cl)cc(Cl)cc1Cl)c1ccc(Cl)cc1	-12%	1%	4%
N#C/C(=C/c1cccnc1)c1ccccc1	-10%	nt	4%

# In the list so far, eleven contain fluorine:
smiles	DT40 TDP1 no CPT	TDP1 block	DT40 TDP1 CPT
Cn1c(SCC(=O)Nc2ccccc2F)nnc1-c1cccs1	-7%	-5%[0.0935 µM]	3%
COc1cc(-c2noc(-c3cc4cc(F)ccc4oc3=O)n2)cc(OC)c1OC	-2%	5%	-1%
O=C(NCc1ccc(F)cc1)C1CC(=O)N(C2CCCC2)C1 (stereo not given)	-20%	0%	-10%
O=C(CCc1nc(-c2ccc(F)cc2)no1)NCc1ccccc1CN1CCOCC1	?	1%	?
O=C(NCc1ccccc1)c1ccc(F)c(F)c1	-12%	2%	0%
O=C(c1ccccc1NS(=O)(=O)c1cccc(C(F)(F)F)c1)N1CCc2ccccc21	?	3%	-9%
CSC1=NCCN1C(=O)c1cccc(C(F)(F)F)c1	-14%	3%	-15%
CN(Cc1ccccc1)S(=O)(=O)c1nnc(NC(=O)c2ccccc2F)s1	-3%	7%	-20%
O=C(CCSCc1cccc(F)c1)NCc1ccc(F)cc1	18µM*	nt	?
Fc1ccc(NC(=S)Nc2cccc3ccccc23)cc1F	16µM*	3%	?
Cc1cc(C(=O)Nc2cccc(C(F)(F)F)c2)c2c(C)nn(-c3cccc(F)c3)c2n1	23µM*	-6%	18µM*
